Screening results deposited in PubChem BioAssay by several laboratories.
HER2 expr 66K = lowers expression of human Her2 kinase; HER2 level % of control, % at 10 µM; SKBR-3 HER2 protein level, AlphaScreen, 18-24 h; stronger effect = lower value; P04626; actives 0.69% (n = 65,000);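 active means HER2 level under 5% of the carrier-only control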;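 further: 100% = DMSO carrier and 0% = 500 nM PU-H71 HSP90 inhibitor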
CatL block = blocks human cathepsin L protease activity | P07711 | inhibition, %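 (tested at 10 µM)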 | AID 460 | purified cathepsin L, fluorogenic substrate, fluorescence | actives 0.17% (n = 58,000); in the data active means inhibition above about 45%;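 further: 0% = enzyme with no compound and 100% = no enzyme blank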
Target sequence (P07711 114-288 limits assumed): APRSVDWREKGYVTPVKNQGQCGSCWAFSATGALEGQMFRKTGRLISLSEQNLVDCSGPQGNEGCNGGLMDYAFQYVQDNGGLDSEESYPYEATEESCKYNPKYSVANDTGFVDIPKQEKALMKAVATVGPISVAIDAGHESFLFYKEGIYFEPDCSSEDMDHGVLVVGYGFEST
Target sequence (P07711 292-333 limits assumed): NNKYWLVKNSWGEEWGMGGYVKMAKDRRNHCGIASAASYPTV
C1s block = human complement C1s inhibition | mean inhibition % of two 10-compound mixtures (stronger effect = higher value), % at 5 µM (by protocol) | purified C1s, fluorogenic AMC substrate, pooled mixtures | actives 0.16% (n = 62,000);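 active means inhibition above 20% in each of the two 10-compound mixture wells holding the compound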;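 further: 0% = enzyme wells lacking compound mixture and 100% = no-enzyme blank wells; some compounds called inactive have numbers as strong as hits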
ROCK2 inh = blocks human Rho kinase 2 activity; O75116; inhibition, % at 6 µM; actives 0.35% (n = 60,000); AID 604; purified ROCK2, Kinase-Glo ATP depletion luminescence;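 active means inhibition above the screen-wide mean inhibition plus 3 SD, cut at about 18% in these data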;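 further: plate controls were DMSO wells for no effect and Y-27632 control wells after no-enzyme background subtraction for full effect; many of its hits are not listed in these tables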
CatB inh = inhibitors of human cathepsin B | purified cathepsin B, fluorogenic substrate, fluorescence | inhibition, %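 (tested at 10 µM)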 | actives 0.1% (n = 63,000); in the data active means inhibition above about 21%;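 further: 0% = enzyme with no compound and 100% = no enzyme blank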
CatS block = blocks human cathepsin S protease activity; P25774; recombinant cathepsin S, AMC dipeptide fluorescence, pooled mixtures; inhibition, %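 (tested at 5 µM per compound within 10-compound mixtures)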; actives 0.06% (n = 62,000); AID 501; in the data active means inhibition above about 32%, passing the limit was not always enough;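 further: 0% = enzyme without compound and 100% = blank without enzyme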
Target sequence (P25774 115-331 limits assumed): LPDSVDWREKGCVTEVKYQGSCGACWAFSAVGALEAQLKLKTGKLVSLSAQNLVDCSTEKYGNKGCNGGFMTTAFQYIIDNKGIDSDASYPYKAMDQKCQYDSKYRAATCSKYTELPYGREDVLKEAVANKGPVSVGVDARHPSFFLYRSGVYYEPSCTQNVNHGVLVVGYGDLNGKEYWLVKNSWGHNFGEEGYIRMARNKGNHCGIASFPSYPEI
CatB mix inh = human cathepsin B inhibition by mixtures; P07858; Purified cathepsin B, AMC dipeptide fluorescence, compound mixtures; inhibition, %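 (ten-compound pools at 5 µM per compound and 50 µM total)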; actives 0.06% (n = 62,000); in the data active means inhibition above about 22%, passing the limit was not always enough;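 further: 0% = enzyme without compound and 100% = no enzyme blank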
PKA inh = blocks human protein kinase A activity. PKA Kemptide phosphorylation, Kinase-Glo ATP luminescence. inhibition, % at 6 µM. actives 0.1% (n = 65,000). AID 524;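 active means inhibition above the screen-wide mean inhibition plus 3 SD, cut at about 21% in these data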; further: many of its hits are not listed in these tables
CatG inh = inhibitors of human cathepsin G; actives 0.2% (n = 62,000); P08311; inhibition, % at 5 µM (by protocol); purified enzyme, AMC-tetrapeptide fluorescence, pooled mixtures;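 active means inhibition above 20% in each of the two mixture wells holding the compound; inactive means inhibition of 20% or less in either well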;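 further: 0% = enzyme control without mixture and 100% = blank lacking enzyme; strong numbers were not always called active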
Target sequence (P08311 21-244 limits assumed): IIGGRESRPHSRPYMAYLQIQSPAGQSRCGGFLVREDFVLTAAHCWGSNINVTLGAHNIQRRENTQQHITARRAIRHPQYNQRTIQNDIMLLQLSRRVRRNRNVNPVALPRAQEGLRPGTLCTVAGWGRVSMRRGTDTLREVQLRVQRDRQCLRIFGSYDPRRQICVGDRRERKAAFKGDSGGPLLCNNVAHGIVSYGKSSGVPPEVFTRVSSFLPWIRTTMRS
The depositor's hits bear a star; nt = no result given. The list is partial, so the mix of outcomes need not match the whole.

SMILES	HER2 expr 66K	CatL block	C1s block	ROCK2 inh	CatB inh	CatS block	CatB mix inh	PKA inh	CatG inh
CCCCOc1ccc(C(=O)N2CCCCCC2)cc1	84	-8	-1	8	-2	-15	3	3	1
COc1ccc(C2C(C(C)=O)=C(C)N=c3s/c(=C\c4ccc5c(c4)OCO5)c(=O)n32)c(OC)c1 (stereo not given)	72	6	26	5	1	8	1	8	25
CSc1cccc(NC(=O)C2CCCN2S(=O)(=O)c2ccc3c(c2)CCC(=O)N3)c1 (stereo not given)	79	8	-3	-1	0	12	1	4	-2
COc1cc(C2N=C(c3ccccc3)NO2)cc(Br)c1O (stereo not given)	64	10	-37	nt	4	9	-6	8	-21
COc1cc(C(=O)Nc2cnc(NC(=O)C(C)C)cc2C)cc(OC)c1OC	135	19	-2	5	-10	5	-3	13	0
O=C1CCC(=O)N1CC(=O)N1c2ccccc2Sc2ccccc21	nt	11	-51	-3	1	-7	-4	-1	-6
CC(=O)C1=C(C)NC(SCC(=O)c2ccccc2)=C(C#N)C1CC(C)C (stereo not given)	146	-3	-20	-2	2	6	-2	3	3
COC(=O)c1ccc(NC(=O)CSc2nnc(-c3ccncc3)n2C)cc1	115	-6	4	-1	0	-1	2	1	-2
CCOC(=O)CSc1nnc(Cn2nnc(-c3ccccc3)n2)n1C	62	-2	20	2	4	0	4	1	11
CC1CN(Cc2nc3c(c(=O)n(C)c(=O)n3C)n2CCN2CCOCC2)CC(C)O1 (stereo not given)	136	2	3	4	0	-5	1	12	-5
O=C1C=C(NCc2ccc(Cl)c(Cl)c2)CC1	106	-3	15	2	7	-3	0	3	52
COc1ccccc1-n1c(N)c(C(N)=O)sc1=S	90	-10	0	-5	1	-8	-2	-2	-2
Cn1c(=O)n(C)c2cc(CN3C(=O)OC(C)(C)C3(C)O)ccc21 (stereo not given)	103	nt	-12	-5	13	12	7	1	-1
Cc1cc(C)cc(Nc2ncc3c(n2)CCCC3=O)c1	216	2	-4	-3	5	22	1	-2	-2
Nc1nc(-c2ccco2)cs1	136	4	3	3	6	-6	0	9	7
Cn1c(-c2ccccc2)cnc1SCC(N)=O	94	29	16	5	2	5	-1	13	4
CCOC(=O)C(C)Oc1cccc2c(=O)n(CC(=O)NCc3ccco3)ccc12 (stereo not given)	43	6	-9	-1	2	3	4	2	0
Cc1nn(C)cc1CN(C)C(=O)c1sc2cccc(Cl)c2c1Cl	99	-4	-99	10	-1	-14	-4	10	-10
Cn1c(=O)c2c(nc(N3CCc4ccccc4C3)n2Cc2ccc(Br)cc2)n(C)c1=O	100	0	-1	2	1	-15	-3	6	5
CCOC(=O)C(C)Sc1nc2c(c(=O)[nH]c(=O)n2C)n1Cc1ccc(Cl)cc1 (stereo not given)	99	nt	-20	-2	-3	-4	3	3	7
COc1ccc2c(c1)CCc1c(C(=O)Nc3ccn(Cc4ccc(C)cc4)n3)noc1-2	47	-4	11	-1	1	-2	2	5	94*
N#Cc1nc(COc2ccccc2F)oc1NCCCn1ccnc1	111	19	nt	10	1	nt	nt	3	nt
O=C(CN1CCCCC1)Nc1ccccc1NC(=O)CN1CCCCC1	76	2	-8	6	-1	7	4	3	-2
O=C(NCCN1CCOCC1)c1ccc2c(c1)N(Cc1ccc(F)cc1)C(=O)CS2	102	7	-32	5	1	24	-4	7	-1
CCCc1cc(=O)n2[nH]c(NCc3c(Cl)cccc3Cl)nc2n1	63	26	6	3	-2	9	24	-1	0
Cc1cc(Cn2ccnc2)c(C)cc1Cn1ccnc1	108	22	1	7	-2	0	2	4	10
CCOC(=O)N1CCC(N2C(=O)c3ccccc3C2=O)CC1	86	-6	16	7	-1	1	1	8	9
Cc1cc(O)cc(O)c1-c1onc(C(F)(F)F)c1-c1cscn1	33	9	3	3	4	-10	-1	12	5
CCOC(=O)C(NC(=O)CC)(Nc1cc(C)on1)C(F)(F)F (stereo not given)	178	12	9	2	-1	2	-1	8	9
Cn1ccnc1SCC(=O)Nc1ccc(Oc2ccccc2)cc1	103	nt	3	6	2	-6	-7	10	7
C/C(N)=C(/C#N)C(=O)CSc1ncnc2ccccc12	82	14	-5	6	0	17	9	6	-1
CCOc1ccc(-n2c(SCC(=O)Nc3ccc(OC)cc3)nc3c(c2=O)SCC3)cc1	82	-2	-45	-3	4	-4	-2	3	-4
Fc1cc(Br)ccc1Nc1nc2ccccc2n2nnnc12	68	nt	11	2	1	7	4	-5	12
COc1ccc(Cl)cc1N(CC(=O)N1CCC(C)CC1)S(C)(=O)=O	112	8	-32	nt	-2	-47	1	-1	4
COc1ccc2oc(-c3ccccc3)c(C(=O)N3CCOCC3)c2c1	89	-12	-107	4	5	-10	-3	-2	1
CC(C)(C)Nc1cccccc1=O	73	2	3	3	-1	-6	4	4	0
CCc1nc(SCC(=O)c2ccc(C)c(C)c2)n[nH]1	108	-1	1	5	-3	-3	5	9	3
COC(=O)Nc1nnc(CCc2ccccc2)s1	87	20	-6	5	2	14	0	7	2
O=C(CCNS(=O)(=O)c1cccc2nsnc12)NC1CCCc2ccccc21 (stereo not given)	78	11	1	nt	-1	4	0	8	0
CCOC(=O)N1CCC2(CC1)C(C#N)=C(N)Oc1c2c(C)nn1-c1cccc(Cl)c1	89	5	0	10	-2	-2	1	14	-5
Cc1ccc2nc3c(cc(C#N)c(=O)n3CCN3CCOCC3)c(=O)n2c1	106	-26	-11	-3	-4	-4	1	-2	-8
CCCS(=O)(=O)N1CCN(Cc2ccccc2OCC)CC1	100	2	3	6	2	-2	-5	8	7
CCOC(=O)c1c(C)n(C)c2c(C)cc(O)c(OC(=O)CC)c12	89	5	0	4	4	10	-5	6	9
CC(=O)Nc1ccccc1NC(=O)C(F)(F)F	112	-3	24	5	-2	3	5	4	22
O=C(Nc1ccccc1)NC1CCN(CCCN2C(=O)c3ccccc3C2=O)CC1	101	5	13	nt	0	2	4	-3	10
COc1ccccc1N1CCN(C(=O)Cn2nnc(-c3cccs3)n2)CC1	96	4	-29	6	0	-4	3	6	5
Cc1cccc(-c2nnc(SCC#N)n2Cc2ccccc2)c1	67	-2	-2	3	4	5	4	5	11
COc1ccc(-c2cc(C(=O)Nc3c(C)nn(Cc4ccccc4)c3C)no2)cc1	77	-1	8	nt	-1	1	5	1	21
COCCNC(=O)COc1ccccc1Cl	137	12	-21	3	3	21	5	11	-1
O=C(OCCCCN1C(=O)c2ccccc2C1=O)c1ccc(S(=O)(=O)N2CCCC2)cc1	140	12	-28	nt	-3	3	-2	8	-2
COCCNC(=O)COc1ccc(Nc2ccccc2)cc1	97	-8	1	nt	-7	-1	5	2	-2
O=C(O)CC1(c2ccccc2)C(=O)c2ccccc2C1=O	98	11	-13	6	7	14	2	9	-10
COC(=O)CCN(c1ccccc1)S(=O)(=O)c1ccc(OC)cc1	137	-11	1	2	-2	-4	-2	10	6
CC(=O)Nc1ccc(S(=O)(=O)Nc2cccc(C(=O)NC(C)(C)C)c2)cc1	119	7	-40	-1	3	11	-2	-6	-6
O=c1c(-c2ccccc2)c(O)nc2ccccn12	138	-5	12	-4	nt	0	2	0	8
O=C(Oc1ccc2c(c1)OCC2=O)c1ccccc1	91	-1	43*	0	5	0	2	2	12
O=C(Nc1ccc(F)cc1)NC1CCN(Cc2nnnn2Cc2ccco2)CC1	90	5	2	0	4	0	3	1	-6
COc1cccc(OCC(=O)Nc2c(C(=O)Nc3ccc(OC)cc3OC)oc3ccccc23)c1	16	-40	-19	1	-7	13	7	-2	-1
O=C(CCCOc1ccc(Cl)cc1Cl)N1CCN(c2ccccn2)CC1	132	7	-68	10	3	-8	-8	9	-10
CC(=O)Oc1cc2c(C(=O)NCCCN3CCOCC3)c(C)oc2c2ccccc12	85	-7	18	-5	3	0	2	-8	10

Complete entries, looked up by structure. Values in the order: HER2 expr 66K | CatL block | C1s block | ROCK2 inh | CatB inh | CatS block | CatB mix inh | PKA inh | CatG inh
Listed for `COCCNC(=O)COc1ccc(Nc2ccccc2)cc1` = 97 | -8 | 1 | nt | -7 | -1 | 5 | 2 | -2
Listed for `O=C(O)CC1(c2ccccc2)C(=O)c2ccccc2C1=O` = 98 | 11 | -13 | 6 | 7 | 14 | 2 | 9 | -10

Some values from the results shown:
Under CatS block, COc1ccc(-c2cc(C(=O)Nc3c(C)nn(Cc4ccccc4)c3C)no2)cc1 is listed with 1
Under CatG inh, COCCNC(=O)COc1ccccc1Cl is listed with -1

The results go on:
SMILES	HER2 expr 66K	CatL block	C1s block	ROCK2 inh	CatB inh	CatS block	CatB mix inh	PKA inh	CatG inh
O=C(CN(Cc1ccccc1)C(=O)c1ccco1)NCc1ccc(F)cc1	105	5	12	6	2	2	6	8	12
CCN(CC)S(=O)(=O)c1ccc2nnn(OCC(=O)Nc3cccc(C#N)c3)c2c1	49	4	4	-6	2	12	-1	-5	10
O=C(NC1CCCCC1NC(=O)c1ccco1)c1ccco1 (stereo not given)	108	11	-7	-1	1	10	-1	-2	-10
c1csc(-c2ncc3ccccn23)c1	99	1	12	5	6	-3	4	9	15
CC(C)(C)C(=O)OCCn1c(=O)c2cc3c(=O)n(CCOC(=O)C(C)(C)C)c(=O)c3cc2c1=O	131	nt	17	7	5	4	1	10	9
Cc1ncc(CSc2nc3ccccc3[nH]2)c(N)n1	86	-3	17	-1	2	-2	3	-2	11
S=c1[nH]nc(C23CC4CC(CC(C4)C2)C3)n1Cc1ccco1	83	-3	-8	0	-5	-5	-2	-4	-2
COc1ccc2c(c1)CCc1c(C(=O)NCCc3ccc(OC)c(OC)c3)noc1-2	78	9	-15	-3	2	-1	0	8	52
COc1ccc(C2N(c3cc(Cl)ccc3OC)C(=O)C3CCCN32)cc1OC (stereo not given)	105	nt	-69	9	6	7	3	4	-6
CC(=O)c1cc(C#N)c(SCC(=O)OC(C)C)nc1C	125	0	-2	-2	0	-5	6	-1	1
CC1CCCCN1C(=O)COc1ccc(NC(=O)c2ccco2)cc1 (stereo not given)	61	nt	17	6	4	-1	4	7	12
COc1ccccc1N1CCN(c2nc3ccccc3nc2C(C#N)C(=O)OC(C)C)CC1 (stereo not given)	106	-2	-33	6	1	6	-5	5	-18
Cc1ccnc(NC(=O)CCc2c(C)nc3ncnn3c2C)c1	80	4	5	3	5	-5	4	7	8
O=C(COc1ncnc2ccccc12)NC(=O)NCc1ccccc1	99	-3	3	2	-7	-8	4	2	0
CCOC(=O)c1cnc(SCC(=O)Nc2cc(C(F)(F)F)ccc2N2CCOCC2)nc1N	66	-3	10	0	1	21	4	-5	10
O=C(Nc1ccccc1)OCCOc1ccccc1	91	-4	-12	4	-4	-2	5	0	-2
O=S(=O)(c1cnc[nH]1)N1CCCCCC1	105	10	-18	1	2	-10	5	-2	5
Cc1nc2ccc(C(=O)O)cc2c2c1CC(C)S2 (stereo not given)	76	-29	11	8	6	5	6	7	13
CCN1C(=O)c2cccc3c(S(=O)(=O)Nc4nc(C)cs4)ccc1c23	77	-7	3	4	-3	4	2	-1	-3
COC(=O)NCc1ccc(Cl)c(Cl)c1	97	2	13	10	4	-6	0	10	7
CC(C#N)Sc1nc2ccccc2c(=O)n1-c1ccccc1 (stereo not given)	109	-8	2	4	0	-2	1	8	8
C=CCn1c(SCc2csc(C)n2)nc2scc(-c3ccc(C)o3)c2c1=O	130	3	-6	11	5	-4	5	7	10
Cc1nn(CC(=O)Nc2ccc3c(c2)nc(CN2CCCC2)n3C)c(=O)c2ccccc12	101	9	14	5	-2	-9	2	8	7
CC(=O)Oc1cccc(N2C(=O)C3C4C=CC(C4)C3C2=O)c1 (stereo not given)	nt	5	-6	-5	-2	7	-1	-8	0
Cc1ccc(C)c(N2CCN(C(=O)CN(C)S(=O)(=O)c3ccc4c(c3)CCC(=O)N4)CC2)c1	76	5	1	1	2	8	2	6	1
COCCN(C(=O)C1CC1)c1nnc(-c2cccc(C)c2)s1	101	-3	-19	4	5	0	0	5	-5
